# Assay outcomes as filed in PubChem BioAssay.
# mIAP inh: mouse IAP inhibition. purified mouse IAP, CDP-Star luminescence, 30 min. inhibition, % at 10 µM. 330,000 tested, 0.2% active. AID 2806;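 active means inhibition of at least 40% at 10 µM in the primary screen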;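 further: plate controls were DMSO with enzyme for no effect and no enzyme wells for full effect; values of inactives mirror those of a sister screen read the other way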
# A3A deaminase: human APOBEC3A DNA deaminase inhibition; inhibition, % at 20 µM; recombinant A3A, FAM/TAMRA ssDNA deamination fluorescence; AID 493011; P31941; 330,000 tested, 0.41% active;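 active means at least 40% inhibition at 20 µM here, with at most 30% in a related deaminase screen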;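 further: plate controls were A3A with DMSO for no effect and wells lacking A3A enzyme for full effect; some results filed as inactive read as strong as hits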
# ATG4B inhibitor: blocks human ATG4B protease cleavage of LC3 substrate; Q9Y4P1; AID 504462; 340,000 tested, 0.51% active; inhibition, % at 8.33 µM; ATG4B cleavage of LC3-PLA2, NBD-HPC fluorescence, 1 h; in the data active means inhibition above about 40%
# Target sequence (Q9Y4P1 whole entry, looked up): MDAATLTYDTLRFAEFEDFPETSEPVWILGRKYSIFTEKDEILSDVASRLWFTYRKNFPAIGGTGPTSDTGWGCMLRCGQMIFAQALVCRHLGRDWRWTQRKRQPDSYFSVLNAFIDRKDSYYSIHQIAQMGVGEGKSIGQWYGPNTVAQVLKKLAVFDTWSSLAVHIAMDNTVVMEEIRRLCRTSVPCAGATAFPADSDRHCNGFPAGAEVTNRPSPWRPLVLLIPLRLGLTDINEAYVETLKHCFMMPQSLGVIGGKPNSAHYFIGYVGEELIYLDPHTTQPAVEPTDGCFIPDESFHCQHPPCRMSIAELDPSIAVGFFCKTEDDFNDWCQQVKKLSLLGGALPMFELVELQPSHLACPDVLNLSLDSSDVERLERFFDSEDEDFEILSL
# hIAP act: human IAP activation. P09923. purified human IAP, CDP-Star luminescence, 30 min; stronger effect = higher value; 1 = vehicle-only enzyme, 0 = enzyme-free background. activation factor at 10 µM. 330,000 tested, 0.16% active;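 active means activation factor of the enzyme at least 2-fold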; further: the source names both 10 and 20 µM as test concentration; values of inactives mirror those of a sister screen read the other way
# beta cell repl: MIN6 beta-cell proliferation induction; MIN6 cells proliferation, ATPlite luminescence, 48 h; cells starved in 0.2% serum; 100% = growth in 10% serum; proliferation, % at 10 µM; 330,000 tested, 0.29% active; AID 2380;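 active means compounds whose signal lies at least 3.5 SD above the mean of all wells on their plate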;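 further: 0% = DMSO-treated cells in low-serum medium and 100% = 10% serum control; some compounds called inactive have numbers as strong as hits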
# mIAP act: increases mouse intestinal alkaline phosphatase activity; muIAP, CDP-Star luminescence, 30 min; stronger effect = higher value; 1 = vehicle-only enzyme signal, 0 = enzyme-free wells; activation factor at 10 µM; 330,000 tested, 0.24% active; AID 2805;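 active means activation factor of at least 2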; further: the source names both 10 and 20 µM as test concentration; values of inactives mirror those of a sister screen read the other way
#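 also added = chemiluminescent substrate CDP-Star | test system = mouse IAP enzyme | signal = chemiluminescence readout | compound = DMSO-dissolved test compounds | incubation = 30 min at room temperature | benchmarks = DMSO wells, no-enzyme wells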
# APOBEC3G inh: inhibitors of human APOBEC3G DNA deaminase | Q9HC16 | recombinant A3G, ssDNA deamination FAM/TAMRA fluorescence | inhibition, % at 20 µM | 330,000 tested, 0.28% active;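 active means inhibition of at least 40% at 20 µM, with no more than 30% in the related APOBEC3A deaminase screen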;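 further: plate controls were DMSO wells with A3G for no effect and wells lacking A3G enzyme for full effect; some compounds called inactive have numbers as strong as hits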
# Target sequence (Q9HC16 whole entry, looked up): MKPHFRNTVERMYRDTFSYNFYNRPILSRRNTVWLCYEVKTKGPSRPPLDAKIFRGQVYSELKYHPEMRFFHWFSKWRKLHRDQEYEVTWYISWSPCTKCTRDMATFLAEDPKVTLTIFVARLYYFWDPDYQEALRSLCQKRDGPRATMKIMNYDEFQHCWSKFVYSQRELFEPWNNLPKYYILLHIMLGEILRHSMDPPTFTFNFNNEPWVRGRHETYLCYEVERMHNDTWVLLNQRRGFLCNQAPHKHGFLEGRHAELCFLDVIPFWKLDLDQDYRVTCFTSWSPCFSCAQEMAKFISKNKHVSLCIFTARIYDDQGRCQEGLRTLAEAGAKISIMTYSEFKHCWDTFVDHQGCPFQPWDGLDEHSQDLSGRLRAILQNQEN
# hIAP inh: blocks human intestinal alkaline phosphatase | 330,000 tested, 0.12% active | P09923 | AID 2544 | inhibition, % at 10 µM | purified IAP, CDP-Star luminescence, 30 min;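 active means inhibition reaching a set limit with compound at 10 µM in the primary screen, cut at about 35% in these data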;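 further: plate controls were DMSO wells with enzyme for no effect and no-enzyme buffer wells for full effect; values of inactives mirror those of a sister screen read the other way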
# MPTP block: permeability transition pore inhibition; inhibition, % at 10 µM; 360,000 tested, 1.4% active; isolated mouse mitochondria, Ca2+ swelling absorbance, 30 min;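 active means inhibition of 50% or more, scaled per plate between neutral and stimulator controls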;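 further: 0% = DMSO wells given calcium and 100% = 1 mM EGTA wells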
# The depositor's hits bear a star; nt = no result given. Not all compounds are listed; count on the stated rates, not on these rows.
SMILES	mIAP inh	A3A deaminase	ATG4B inhibitor	hIAP act	beta cell repl	mIAP act	APOBEC3G inh	hIAP inh	MPTP block
Cc1ccc(N=Cc2c(O)n(-c3ccc(C)cc3)c(=O)[nH]c2=O)cc1	-7	-2	6	0.97	4	1.1	-9	3	-1.4
CCOCCCN=Cc1c(O)n(Cc2ccccc2)c(=O)[nH]c1=O	-9	-3	-4	0.86	-2	1.1	-8	14	-2.5
O=c1[nH]c(=S)n(Cc2ccco2)c(O)c1C=NCc1cccs1	61*	11	3	1.1	1	0.39	9	-6	1.3
O=C1Nc2ccc(Br)cc2C(c2ccccc2Cl)=NC1O (stereo not given)	12	0	-16	0.97	4	0.88	-6	3	-1.9
CC(C)NP(=O)(NC(C)C)OP(=O)(NC(C)C)NC(C)C	-3	5	4	1.2	-1	1	2	-23	-1.6
Cc1cccc(CNCCc2ccccc2)n1	-9	-2	-10	1.2	-2	1.1	-5	-16	4.7
CN(C(=O)Oc1ccc(C(=O)c2ccc(Cl)cc2)cc1)c1ccccc1	5	-1	15	0.9	0	0.95	-3	10	-0.9
CN1C(=O)NC(=O)C2(Cc3ccccc3N3CCOCC32)C1=O (stereo not given)	-1	-2	10	1	3	1	-6	0	-1.5

# Part of the list above in another layout.
> CN(C(=O)Oc1ccc(C(=O)c2ccc(Cl)cc2)cc1)c1ccccc1
- mIAP inh: 5
- A3A deaminase: -1
- ATG4B inhibitor: 15
- hIAP act: 0.9
- beta cell repl: 0
- mIAP act: 0.95
- APOBEC3G inh: -3
- hIAP inh: 10
- MPTP block: -0.9

> CN1C(=O)NC(=O)C2(Cc3ccccc3N3CCOCC32)C1=O (stereo not given)
- mIAP inh: -1
- A3A deaminase: -2
- ATG4B inhibitor: 10
- hIAP act: 1
- beta cell repl: 3
- mIAP act: 1
- APOBEC3G inh: -6
- hIAP inh: 0
- MPTP block: -1.5

# The list goes on.
SMILES	mIAP inh	A3A deaminase	ATG4B inhibitor	hIAP act	beta cell repl	mIAP act	APOBEC3G inh	hIAP inh	MPTP block
O=C(c1cc2nc(-c3ccccc3)cc(-c3ccccc3)n2n1)N1CCC2(CC1)OCCO2	-8	3	4	1.1	-3	1.1	2	-10	-0.3
Cc1cc(OCC(=O)N2CCC(C(=O)O)(c3ccccc3)CC2)c2c(C)cc(=O)oc2c1	-2	-3	-10	0.91	-1	1	-4	9	-1.7
COC(=O)CSC1=NN1c1cc(C)nc(N)n1	10	-3	4	0.9	-2	0.9	-6	10	-0.8
Cc1nc2ccccc2c(=O)n1-c1ccccn1	-9	7	-10	0.98	-3	1.1	-1	2	1.2
O=P(OCC(F)(F)C(F)F)(N1CCOCC1)N1CCOCC1	1	-6	17	0.9	-2	0.99	-8	10	-0.4
CCOC(=O)c1c(C)[nH]c(C(=O)C(Cc2ccccc2)N(C)C)c1C (stereo not given)	4	-1	3	0.9	-3	0.96	-9	10	0.6
C[C@]12CC[C@@H](O)CC1=CCC1C2CC[C@@]2(C)C1CC[C@@H]2N (stereo not given in full)	4	-1	2	0.86	-2	0.96	-1	14	-1.6
CCN(CC)CCNC(=O)c1c(O)c2ccccc2n(Cc2ccccc2)c1=O	-6	-6	-6	1.1	-3	1.1	-6	-9	-3.5

# 13 entries from above, with two lines to a compound.
# Under each structure – mIAP inh, A3A deaminase, ATG4B inhibitor, hIAP act, beta cell repl, mIAP act, APOBEC3G inh, hIAP inh, MPTP block
O=C1Nc2ccc(Br)cc2C(c2ccccc2Cl)=NC1O (stereo not given)
 : 12, 0, -16, 0.97, 4, 0.88, -6, 3, -1.9
CC(C)NP(=O)(NC(C)C)OP(=O)(NC(C)C)NC(C)C
 : -3, 5, 4, 1.2, -1, 1, 2, -23, -1.6
Cc1cccc(CNCCc2ccccc2)n1
 : -9, -2, -10, 1.2, -2, 1.1, -5, -16, 4.7
CN(C(=O)Oc1ccc(C(=O)c2ccc(Cl)cc2)cc1)c1ccccc1
 : 5, -1, 15, 0.9, 0, 0.95, -3, 10, -0.9
CN1C(=O)NC(=O)C2(Cc3ccccc3N3CCOCC32)C1=O (stereo not given)
 : -1, -2, 10, 1, 3, 1, -6, 0, -1.5
O=C(c1cc2nc(-c3ccccc3)cc(-c3ccccc3)n2n1)N1CCC2(CC1)OCCO2
 : -8, 3, 4, 1.1, -3, 1.1, 2, -10, -0.3
Cc1cc(OCC(=O)N2CCC(C(=O)O)(c3ccccc3)CC2)c2c(C)cc(=O)oc2c1
 : -2, -3, -10, 0.91, -1, 1, -4, 9, -1.7
COC(=O)CSC1=NN1c1cc(C)nc(N)n1
 : 10, -3, 4, 0.9, -2, 0.9, -6, 10, -0.8
Cc1nc2ccccc2c(=O)n1-c1ccccn1
 : -9, 7, -10, 0.98, -3, 1.1, -1, 2, 1.2
O=P(OCC(F)(F)C(F)F)(N1CCOCC1)N1CCOCC1
 : 1, -6, 17, 0.9, -2, 0.99, -8, 10, -0.4
CCOC(=O)c1c(C)[nH]c(C(=O)C(Cc2ccccc2)N(C)C)c1C (stereo not given)
 : 4, -1, 3, 0.9, -3, 0.96, -9, 10, 0.6
C[C@]12CC[C@@H](O)CC1=CCC1C2CC[C@@]2(C)C1CC[C@@H]2N (stereo not given in full)
 : 4, -1, 2, 0.86, -2, 0.96, -1, 14, -1.6
CCN(CC)CCNC(=O)c1c(O)c2ccccc2n(Cc2ccccc2)c1=O
 : -6, -6, -6, 1.1, -3, 1.1, -6, -9, -3.5

# Going on with the list:
SMILES	mIAP inh	A3A deaminase	ATG4B inhibitor	hIAP act	beta cell repl	mIAP act	APOBEC3G inh	hIAP inh	MPTP block
O=C1CC(c2ccccc2)CN1 (stereo not given)	1	0	-5	0.95	-1	0.99	-6	4	2.2
CCC(=NCc1ccco1)c1c(O)n(C2CCCCC2)c(=O)[nH]c1=O	-3	-2	-12	1	0	1	-3	0	-1.2
O=[N+]([O-])c1ccccc1-c1cc(-c2ccccc2)cc(-c2ccccc2)[n+]1Cc1ccccc1Cl	4	9	13	0.97	-8	0.96	10	2	nt
Cc1ccc(C2C(S(C)(=O)=O)=C(O)C(=O)N2c2ccccc2)cc1 (stereo not given) (tested in a mixture with another compound)	0	-6	3	0.99	-1	1	-7	1	-0.6
CCC(=NCCCN(C)C)c1c(O)n(-c2ccc(OC)cc2)c(=O)[nH]c1=O	1	-1	-6	0.98	-3	0.99	-6	2	2.3
CN(C(=O)Oc1ccc(C(C)(C)C)cc1)c1ccccc1	6	2	4	1.1	-3	0.94	-1	-6	-0.1
COc1ccc(C2SCC(=O)Nc3c2c(C)nn3C2CCOC(C)(C)C2)cc1 (stereo not given)	3	8	6	1.1	2	0.97	-3	-12	-0.6
COc1ccc(CC2(CCc3ccncc3)C(=O)NC(=O)NC2=O)cc1OC	-2	-1	6	0.95	-1	1	-6	5	-1.3
COc1ccccc1Cn1c(SCC#N)nc2cc(C(=O)N3CCC4(CC3)OCCO4)ccc2c1=O	0	-1	-8	0.92	4	1	-3	8	-2.4
Cn1c(O)c(C=NCc2ccco2)c(=O)n(C)c1=O	2	-3	-1	1.1	-3	0.98	-7	-7	-2.1
C=CCn1c(O)c(C=NCCN(C)C)c(=O)[nH]c1=O	-6	1	-7	0.97	1	1.1	-2	3	3.1
CC(=O)c1cc(C#N)c(N2CCN(C)CC2)nc1C	6	-4	6	0.86	1	0.94	-5	14	-0.5
O=C1C2CCCC1C(N1CCCC1)CC2 (stereo not given)	8	-2	0	1	2	0.92	-7	-2	0.1
O=C(COC(=O)Cc1ccccc1)Nc1cccnc1Cl	11	5	-39	0.79	-1	0.89	-2	21	1.1
OCCOCCO	10	-2	3	0.94	-1	0.9	-9	6	1.0
CCc1ccc(N2C(=O)NC(=O)C(Cc3ccc(OC)cc3OC)C2=O)cc1 (stereo not given)	2	-2	13	1.1	0	0.98	-7	-9	2.6
CC1=C(C(=O)O)N2C(=O)C(NC(=O)CCCC(=O)O)C2SC1 (stereo not given)	-2	-1	-6	1.1	0	1	-1	-6	1.2
N=Cc1c(O)n(-c2ccccc2)c(=O)n(-c2ccccc2)c1=O	-1	3	-2	1.1	0	1	-2	-11	-0.1
